Vif-A3G inh: qHTS for Inhibitors of Vif-A3G Interactions: qHTS | DNA dC->dU-editing enzyme APOBEC-3G (Homo sapiens), Q9HC16 | HeLa A3G-eYFP + Vif (tagged APOBEC3G with the HIV-1 protein that degrades it), YFP fluorescence, overnight | Potency, µM (top dose mostly 46.1 µM), without a hit: at the top dose activity, negative = active, actives largely listed as inhibitors | hit rate 0.076% among 410,000 | AID 602310, 2012;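 note: potency is the fitted concentration of half-maximal effect; % is set by controls: 0 for no effect and ±100 for the full control effect; nearly all actives have a fitted effect of over 60% in size; hits raise eYFP signal because A3G escapes Vif-driven loss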
Target sequence (Q9HC16 whole entry, looked up): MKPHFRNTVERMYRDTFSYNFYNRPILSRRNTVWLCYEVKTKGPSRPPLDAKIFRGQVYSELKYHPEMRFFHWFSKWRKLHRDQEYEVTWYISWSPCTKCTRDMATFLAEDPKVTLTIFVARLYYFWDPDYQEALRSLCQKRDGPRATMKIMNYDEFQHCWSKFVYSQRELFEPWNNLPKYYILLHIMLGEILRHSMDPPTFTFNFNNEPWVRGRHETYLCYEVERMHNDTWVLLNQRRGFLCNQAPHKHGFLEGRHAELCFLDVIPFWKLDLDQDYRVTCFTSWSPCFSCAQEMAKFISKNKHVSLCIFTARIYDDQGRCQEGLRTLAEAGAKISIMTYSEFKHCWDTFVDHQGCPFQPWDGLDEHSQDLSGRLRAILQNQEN
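HeLa cells stably expressing Vif and C-terminally eYFP-tagged A3G, seeded overnight at 37 deg C, then exposed to compound by pintool overnight at 37 deg C. Rise in yellow fluorescence (Ex 488/Em 500-530, Acumen) marks blocked Vif-driven A3G degradation.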
ERG-DNA inh: qHTS for Small Molecule Inhibitors of the ERG Ets/DNA interaction | Transcriptional regulator ERG (Homo sapiens), P11308 | fluorescence polarization, His-ERG Ets domain / labelled DNA | Potency, µM (series often up to 76.9 µM), for the others: at the top dose FP activity, negative = inhibition, actives largely listed as inhibitors | hit rate 0.028% among 370,000 | AID 624246, 2012; active = well fitted inhibition curve with a large enough effect in the polarisation, with a control signal flat; inconclusive = small, poorly fitted or top-dose-only effect, or effect the other way, or a change in a side signal; inactive = no such curve, though single readings can be large or run the other way; the % refers to the polarisation;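 note: polarization taken with two DNA probes labelled with fluorescein and Texas red; potency is the fitted concentration of half-maximal effect; % of control where 0% means no effect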
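His-tagged ERG Ets domain (1 uM in the protein solution; 300mM KCl, 50mM Tris-HCl, 1mM EDTA, 1mM DTT, pH 7.5) received compound, then a probe mix of 5 nM fluorescein-DNA and 100nM Texas-615-DNA. Fluorescence polarization was read for both dyes.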
RGS4 inhibitor: Inhibitors of Regulator of G Protein Signaling (RGS) 4: qHTS | Transcreener GDP fluorescence polarization, RGS4-accelerated GTP hydrolysis | Potency, µM (series often up to 114 µM), for the others: at the top dose activity change, negative = inhibition, hits mostly inhibitors | hit rate 0.039% among 390,000 | AID 504845, 2011; note: potency is the fitted concentration of half-maximal effect; % is set by controls: 0 for no effect and ±100 for the full control effect; nearly all actives have a fitted effect of over 75% in size; some results filed as inactive show a strong effect at the top dose
Target sequence (P49798 whole entry, looked up): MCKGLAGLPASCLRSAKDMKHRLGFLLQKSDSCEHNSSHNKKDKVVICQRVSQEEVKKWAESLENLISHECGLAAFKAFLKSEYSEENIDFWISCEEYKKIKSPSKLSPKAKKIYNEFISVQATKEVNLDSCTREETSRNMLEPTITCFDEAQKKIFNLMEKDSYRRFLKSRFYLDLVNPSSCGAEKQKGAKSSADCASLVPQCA
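MLSMR compounds (23 nl, pin-transferred) preincubated 10 min at room temperature with a 500nM (2x) first reagent, then RGS4 at 900nM (2x) plus Transcreener GDP mix added; fluorescence polarization (620/688 nm) read before and after 90 min at 30 °C.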
LDHA block: qHTS assay for inhibitors of human lactate dehydrogenase. hit rate 0.15% among 480,000. L-lactate dehydrogenase A chain (Homo sapiens), P00338. purified LDHA, NADH/diaphorase-resazurin fluorescence; stronger effect = lower value. activity change, % (values are at about 110 or 230 µM); in the data active = activity change below about -30%; inconclusive = mostly about -25% to -30%;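 note: plate controls were DMSO wells for no effect and wells without enzyme for full effect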
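Enzyme activity of human lactate dehydrogenase 5 (2 nM; 0.06 mM NADH, 0.2 mM pyruvate, 5 min, RT) is measured via a resazurin/diaphorase fluorescence readout of residual NADH.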
D2 antag: HTS Assay for Allosteric Antagonists of the Human D2 Dopamine Receptor: Primary Screen for Antagonists | D(2) dopamine receptor (Homo sapiens), P14416 | HEK293 TREx D2 cells, calcium flux, dopamine EC80 | inhibition, % at 10 µM | AID 485344, 2010 | hit rate 2% among 340,000; in the data active = inhibition above about 30%; note: 0% is about no effect
Target sequence (P14416 whole entry, looked up): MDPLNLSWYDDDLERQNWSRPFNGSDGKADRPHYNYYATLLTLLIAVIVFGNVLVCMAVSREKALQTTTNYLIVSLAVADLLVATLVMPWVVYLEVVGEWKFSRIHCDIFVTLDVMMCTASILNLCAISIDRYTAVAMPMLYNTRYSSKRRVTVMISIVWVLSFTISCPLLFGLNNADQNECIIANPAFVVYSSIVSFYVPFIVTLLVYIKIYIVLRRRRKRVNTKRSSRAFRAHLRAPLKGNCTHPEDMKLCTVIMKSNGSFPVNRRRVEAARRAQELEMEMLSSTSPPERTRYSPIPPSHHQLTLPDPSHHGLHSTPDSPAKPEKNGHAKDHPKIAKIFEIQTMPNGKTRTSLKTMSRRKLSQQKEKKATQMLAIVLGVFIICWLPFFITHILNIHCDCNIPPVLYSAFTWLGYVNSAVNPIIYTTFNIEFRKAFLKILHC
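In this primary screen, negative modulation is detected by tracking calcium flux after an EC80 dopamine challenge in inducible HEK293 T-REx D2 cells preexposed to test compound for 180 s.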
ALOX12 inh: Primary qHTS assay for inhibitors of human arachidonate 12S-lipoxygenase (ALOX12): Round 2. hit rate 1.1% among 580,000. Polyunsaturated fatty acid lipoxygenase ALOX12 (Homo sapiens), P18054. AID 1671190, 2021. purified 12hLO, xylenol orange hydroperoxide absorbance. Potency, µM (doses to about 108 µM), inactives show at the highest dose activity change, negative = inhibition, hits mostly inhibitors; note: potency is the fitted concentration of half-maximal effect; % is set by controls: 0 for no effect and ±100 for the full control effect
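Purified human 12hLO (150 nM final) in 25 mM Hepes, 0.01% Triton X-100, pH 7.0 was preincubated 15 min at room temperature with compound. Then 40 uM arachidonic acid was added, 30 min. Hydroperoxide was read by Fe-XO absorbance ratio 573/405 nm.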
D2 agonist: HTS Assay for Allosteric Agonists of the Human D2 Dopamine Receptor: Primary Screen for Agonists | HEK293 T-REx D2 cells, calcium flux agonist mode | activation, % at 2 µM | hit rate 0.53% among 340,000 | AID 485358, 2010;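 active = activation over 3 SD above normal in the single-dose calcium agonist read, cut at about 30% in these data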; note: 0% is about no effect
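In this primary screen, compounds producing a positive calcium signal within 180 s of addition to tetracycline-induced, force-coupled HEK293 Trex D2 cells are flagged; cells are dye-loaded with a no-wash calcium kit beforehand.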
GRP78 ERSR act: qHTS for Inducers of the Endoplasmic Reticulum Stress Response (ERSR) in Human Glioma: qHTS. U87-MG GRP78 promoter luciferase reporter, 16 h. Potency, µM, for the others: at the top dose activation, usual class: activators. hit rate 0.02% among 420,000. AID 602332, 2012; note: potency is the fitted concentration of half-maximal effect; series mostly up to about 76 µM; % of control where 0% means no effect; nearly all actives have a fitted effect of over 35% in size
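Stably transfected U87-MG glioma cells carrying a GRP78-based luciferase sensor; 16 h compound incubation. Luminescence end-point read 10 min after Bright-Glo addition at room temperature.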
Vif-APOBEC3F blk: qHTS for Inhibitors of Vif-A3F Interactions: qHTS; AID 602313, 2012; hit rate 0.2% among 390,000; Potency, µM (top dose mostly 46.1 µM), for inactives: top-dose activity, negative = active; HeLa A3F-eYFP + Vif (tagged APOBEC3F with the HIV-1 protein that degrades it), YFP fluorescence increase; note: potency is the fitted concentration of half-maximal effect; % of control where 0% means no effect; nearly all actives have a fitted effect of over 65% in size
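Fluorescence increase (Ex 488/Em 500-530) after overnight compound treatment at 37 deg C flags inhibition of Vif-driven A3F-eYFP loss in stable HeLa A3F-eYFP/Vif cells seeded overnight beforehand.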
* marks the source's active call; other numbers are inactive results; ? = inconclusive; . = no result given; & = joins results of further samples; [ ] = remark or other dose. Unless noted, calls come from the whole dose curve; as a rule, active = well fitted curve in the direction sought with a large enough effect; inconclusive = small, poorly fitted or top-dose-only effect, or another doubt; inactive = no such curve, though single readings can be large; an effect the other way counts as inactive or inconclusive.

SMILES	Vif-A3G inh	ERG-DNA inh	RGS4 inhibitor	LDHA block	D2 antag	ALOX12 inh	D2 agonist	GRP78 ERSR act	Vif-APOBEC3F blk
Cc1ccccc1C(=O)N1CCC(C(=O)N(C)CCOc2ccccc2)CC1	1%	8%	-10%	-1	-3	22%	-0.1	-6%	5%
N#Cc1ccc(CSc2nnc(NC(=O)C3CCCO3)s2)cc1 (stereo not drawn)	1%	9%	-33%	3	-3	0%	0.4	0%	-9%
Cc1ccc(Cn2cnc3ccccc32)cc1C	0%	-11%	14%	2	1	3%	0.5	-1%	-9%
Cc1nc2ncnn2c(N2CCN(C(c3ccccc3)c3ccccc3)CC2)c1C	3%	-13%	-4%	3	3	-14%	-0.1	-3%	-2%
CC(=O)Nc1nnc([N+](=O)[O-])s1	-10%	.	.	8	.	?	.	-3%	-2%
C[C@@H]1NC(=O)c2cc([N+](=O)[O-])cc(I)c2NCC[C@@H](C(N)=O)NC(=O)[C@H](CC(N)=O)NC1=O	-4%	-3%	-1%	4	20	.	1.0	2%	7%
CC(C)NCCOCCOc1ccc(Cl)cc1Br	0%	-2%	-5%	-11	67*	-20%	0.1	-2%	1%
CC(C)N(C(=O)[C@H]1CC(CC(=O)NCc2cccc(C(F)(F)F)c2)C(=O)N2CCc3c([nH]c4ccccc34)[C@]12C)C(C)C (stereo partly drawn)	-11%	-21%	-24%	5	.	-19%	.	1%	?
O=c1nc(Nc2ccc(Br)cc2)sc2ccc([N+](=O)[O-])cc12	-5%	11%	-6%[11.4 µM]	-6	-8	?	-0.6	-1%	-5%
O=C(Oc1ccc(NC2=NS(=O)(=O)c3ccccc32)cc1)c1cccnc1	2%	3%	-17%	-8	-7	7%	1.3	1%	14%
Cc1cc(C)cc(NC(=O)c2cc(S(=O)(=O)N3CCCCCC3)cn2C)c1	-3%	-2%	1%	-4	.	-25%	-0.2	-2%	1%
C=CCN(CC(=O)O)S(=O)(=O)c1ccccc1C(F)(F)F	-1%	5%	-9%	-2	-16	2%	3.2	-3%	-1%
CCC1CCCCN1CCCNC(=O)CN1C(=O)c2cccnc2Oc2ccc(C)cc21 (stereo not drawn)	4%&-3%	-11%&4%	5%[56.9 µM]	-1&-5	1	-11%&-20%	0.3&0.5	-5%&-3%	-2%&-12%
CCc1cc(-c2n[nH]c(C)c2-c2nc3ccccc3n2C)c(O)c(CN2CCN(C)CC2)c1O	2%	7%	5%	5	4	27%	0.7	1%	0%
CCC(=O)Nc1ccc(C(=O)OCC(=O)c2ccc(C)c([N+](=O)[O-])c2)cc1	0%	2%	6%	-5	1	-15%	0.8	1%	-2%
O=C(/C=C/[C@H]1O[C@@H](n2cnc3c(NC(=O)c4ccccc4)ncnc32)[C@H](O)[C@@H]1O)NCCc1ccc(F)cc1	0%	.	.	-7	.	?	.	-4%	.
CCOc1ccc(NC(=O)CSc2nc3[nH]ncc3c(=O)[nH]2)cc1	1%	-1%	21%	-5	1	-8%	-0.8	-4%	4%
COc1ccc(NS(=O)(=O)c2cc(NC(=O)c3nn(C)c(=O)c4ccccc34)ccc2OC)cc1	-3%	4%	-15%	-4	-28	0%	0.5	-1%	-21%
COc1ccc(OC)c(CCNC(=O)c2ccc(CS(=O)Cc3cccc(Cl)c3)o2)c1 (stereo not drawn)	4%&-4%	6%&-10%	-25%&7%	-3&-4	-12	-1%&-6%	0.3&0.4	0%&-1%	0%&6%
O=C(Nc1ccc2ccccc2n1)c1ccccc1Cl	-13%	-5%	22%	-4	4	13%	-0.2	-4%	11%
COc1ccc(N2CCN(S(=O)(=O)c3cccc(C(F)(F)F)c3)CC2)cc1	2%	-7%	-10%	-4	-15	0%	1.6	-3%	0%
O=C(NCCC1CCCCN1S(=O)(=O)c1ccccc1)C(=O)NCC1CCCO1 (stereo not drawn)	1%	-4%	7%	-7	-13	-1%	0.5	-2%	-3%
CC1(C(=O)NS(=O)(=O)c2cccc(C#N)c2)CCN1C(=O)Cc1ccc(-c2ccccc2)cc1 (stereo not drawn)	-3%	.	.	-9	.	?	.	?	.
CCOc1ccc(-n2c(SCc3nc(-c4ccccc4C)no3)nnc2-c2ccccc2)cc1	-2%	-3%	-11%	-3	.	12%	-0.4	-1%	3%
Cc1cc(-c2nnc(CCC(=O)NCc3cc(F)cc(C(F)(F)F)c3)o2)no1	0%	-13%	5%	-1	1	9%	1.2	9%	7%
CCCc1c(C(=O)N/N=C/c2ccoc2)nnn1-c1nonc1N	-1%	.	.	-4	.	5%	.	-3%	3%
COc1cc(OC)c(NC(=O)CCn2cccn2)cc1Cl	2%	2%	-4%	7	.	0%	0.0	-1%	0%
CCCNC(=S)Nc1ccc(S(N)(=O)=O)cc1	2%	2%	28%	-5	-23	-15%	0.6	-4%	7%
COc1ccc(-c2nc3scc(CCNS(=O)(=O)c4c(C)noc4C)n3n2)cc1OC	5%	2%	18%	-6	.	-20%	-0.5	-2%	2%
Cc1cc2c(cc1C)NC(CC(=O)Nc1ccccc1SC(F)(F)F)C(=O)N2 (stereo not drawn)	-9%	0%	-9%	0	.	139%[activator]	2.3	-4%	-11%
COc1cc(OC)c(NS(=O)(=O)c2cc(C(=O)NCCCN3CCOCC3)ccc2C)cc1Cl	-1%	.	.	1	.	-26%	.	-5%	3%
O=C(O)c1cccc(N2C(=O)c3ccc(C(=O)c4cccc([N+](=O)[O-])c4)cc3C2=O)c1	0%	-3%	-8%	-1	10	-13%	-2.2	0%	4%
Cc1ccc(C(=O)NCC(=O)N2CCC3(CC2)NCCc2[nH]cnc23)cc1C	2%	-5%	3%[11.4 µM]	-4	16	-4%	0.4	1%	0%
COc1ccc(CCNC(=O)/C=C/C(=O)O)cc1	1%	3%	-32%	-1	-11	-2%	0.8	-5%	13%
CCOC(=O)c1c(NC(=O)COC(=O)c2ccccn2)sc(C)c1C	-9%	2%	22%	1	18	?	0.2	-1%	-3%
Cc1ccc(CNC(=O)C2CCN(S(=O)(=O)c3ccc(F)cc3)CC2)cc1	0%	3%	5%	-11	.	-25%	-1.5	-1%	4%
COc1ccc(C2c3[nH]c4ccccc4c3CCN2Cc2cccn2-c2ncccn2)cc1C (stereo not drawn)	-6%	12%	-24%	6	19	-8%	5.8	0%	-16%
Cc1cc(C)cc(NC(=O)c2cc(=O)c3ccccc3o2)c1	-3%	8%	1%	-3	.	3%	.	3%	-12%
N#CCC(CNc1ncc(C(F)(F)F)cc1Cl)OC(=O)c1ccc(Cl)cc1 (stereo not drawn)	0%	.	6%	0	.	-19%	.	-3%	-11%
CC(C(=O)OCC(=O)c1c(N)n(C)c(=O)n(C)c1=O)N1C(=O)c2ccccc2C1=O (stereo not drawn)	-18%	3%	15%	-14	-2	-20%	0.4	-4%	-5%
CS(=O)(=O)N1CCN(CC(=O)NC2CCCCC2)CC1	0%	-10%	-19%	-8	2	0%	0.7	-4%	-7%
COc1cc(CNc2ccc(CNc3ncn[nH]3)cc2)ccc1OCC(=O)NC(C)(C)C	1%	?	-45%	-2	1	12%	0.0	-3%	-10%
CC(C(=O)O)n1nc(-c2ccccc2)c2ccccc21 (stereo not drawn)	0%	0%	18%	-7	-11	117%[activator]	-0.1	-3%	0%
O=C(CCNC(=O)c1ccc(Br)cc1)Nc1ccc(S(=O)(=O)N2CCCCC2)cc1	2%	-3%	?	-6	9	-4%	0.2	-3%	-9%
C=CCn1c(=O)c(C(=O)Nc2ccccc2O)c(O)c2ccccc21	-3%	-1%	-10%	3	4	0%	0.2	?	-6%
CCOC(=O)Cc1ccc(Nc2nc3cc(-c4sccc4C)sc3c(=O)n2C)cc1	?	.	.	-3	.	4%	.	-1%	.
Cc1cc(C)c(S(=O)(=O)N2CCN(S(=O)(=O)N3CCOCC3)CC2)c(C)c1	-1%	1%	-12%	-5	0	10%	5.6	-3%	9%
O=C(COC(=O)/C=C/c1cnc2ccccc2n1)NCC(F)(F)F	0%	-1%	-6%	-5	2	0%	2.1	-2%	-18%
CN(Cc1ccon1)C(=O)c1ccc2nc(Cc3cccc(Cl)c3)oc2c1	-5%	1%	-6%	2	9	9%	-0.6	3%	-1%
CC(=O)Nc1ccccc1NC(=O)c1ccccc1	4%	5%	9%	-2	5	-2%	-0.8	-6%	1%
COc1ccc(-c2nc(CSCC(=O)N3CCN(c4cc(Cl)ccc4C)CC3)c(C)o2)cc1	4%	-4%	-13%	-3	.	?	-0.5	-6%	-2%
Cc1c(NC2=C(Cl)C(=O)N(c3ccccc3Cl)C2=O)c(=O)n(-c2ccccc2)n1C	-2%	-3%	-47%	0	-4	?	44*	0%	-9%

An excerpt; the hit share may differ from the screen's.
